TRb SRC2 PPI: qHTS for Inhibitors of the Interaction of Thyroid Hormone Receptor and Steroid Receptor Coregulator 2; Thyroid hormone receptor beta (Homo sapiens), P10828; TRbeta-SRC2 peptide binding, fluorescence polarization; receptor liganded with 1 µM T3; Potency, µM (series often up to 106 µM), for inactives: at the highest dose activity change, negative = inhibition, actives largely listed as inhibitors; hit rate 0.065% among 280,000;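 further: plate controls were bound peptide for no effect and peptide without receptor for full effect; nearly all actives have a fitted effect of over 50% in size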
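Decrease in fluorescence polarization of 20 nM Texas Red SRC2 coactivator peptide flagged inhibition of its binding to 0.6 uM TRb LBD; 1 uM T3 included, incubation 5 hr, ex 555/em 632 nm.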
GoLoco inh red: qHTS Assay for Inhibitors of RGS12 GoLoco Motif Activity (Red Fluorophore). Guanine nucleotide-binding protein G(i) subunit alpha-1 (Homo sapiens), P63096. Gai1:RGS12 GoLoco peptide FP, rhodamine, 10 min. Potency, µM (titrated, usually from 61.6 µM), inactives show at the highest dose activity, negative = inhibition, most hits filed as inhibitors. hit rate 0.44% among 230,000. AID 880, 2007; active means well fitted inhibition curve with a large enough effect, not every such curve was filed as active; inactive means no such curve, though single readings can be large or run the other way; further: nearly all actives have a fitted effect of over 30% in size; many of its hits are not listed in these tables
L3MBTL1 block: qHTS Assay for the Inhibitors of L3MBTL1 | Lethal(3)malignant brain tumor-like protein 1 (Homo sapiens), Q9Y468 | AlphaScreen L3MBTL1–H3K9me1 peptide binding | Potency, µM (titrated, usually from 57.1 µM), without a hit: top-dose activity, negative = inhibition, hits mostly inhibitors | hit rate 0.66% among 230,000; further: nearly all actives have a fitted effect of over 60% in size
Target sequence (Q9Y468 whole entry, looked up): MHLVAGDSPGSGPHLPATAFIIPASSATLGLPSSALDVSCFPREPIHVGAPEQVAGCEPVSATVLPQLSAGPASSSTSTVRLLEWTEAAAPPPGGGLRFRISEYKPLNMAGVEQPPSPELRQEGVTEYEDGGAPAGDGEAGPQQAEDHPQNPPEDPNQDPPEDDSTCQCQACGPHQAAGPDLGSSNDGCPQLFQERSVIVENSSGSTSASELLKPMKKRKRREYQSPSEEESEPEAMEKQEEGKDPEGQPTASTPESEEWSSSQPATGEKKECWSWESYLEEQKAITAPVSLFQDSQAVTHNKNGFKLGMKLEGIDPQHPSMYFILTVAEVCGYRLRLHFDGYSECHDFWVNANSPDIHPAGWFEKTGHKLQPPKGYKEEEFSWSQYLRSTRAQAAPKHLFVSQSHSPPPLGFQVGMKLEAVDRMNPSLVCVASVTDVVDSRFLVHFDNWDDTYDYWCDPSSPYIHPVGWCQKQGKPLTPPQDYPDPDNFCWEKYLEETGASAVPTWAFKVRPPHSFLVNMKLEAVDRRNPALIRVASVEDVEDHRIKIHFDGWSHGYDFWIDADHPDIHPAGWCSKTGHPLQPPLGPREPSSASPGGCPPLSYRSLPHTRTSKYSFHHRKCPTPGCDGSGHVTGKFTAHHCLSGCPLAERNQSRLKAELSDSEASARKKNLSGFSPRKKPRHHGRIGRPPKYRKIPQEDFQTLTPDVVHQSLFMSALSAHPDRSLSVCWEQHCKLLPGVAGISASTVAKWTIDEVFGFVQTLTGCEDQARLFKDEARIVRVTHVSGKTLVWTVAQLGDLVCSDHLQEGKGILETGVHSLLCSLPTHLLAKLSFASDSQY
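AlphaScreen proximity signal between nickel-chelate acceptor and streptavidin donor beads (final 10 ug/mL) reports binding of 50 nM L3MBTL1 to 75 nM biotin-H3 K9me1 peptide; complex incubated with compounds 30 min at room temperature; cefsulodin titration as control.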
TexasRed fluor: Total Fluorescence Counterscreen for Inhibitors of the Interaction of Thyroid Hormone Receptor and Steroid Receptor Coregulator 2 | hit rate 0.29% among 280,000 | AID 1479, 2009 | Potency, µM (highest dose often 106 µM), without a hit: top-dose fluorescence change, negative = quenching | TRb/SRC2 Texas Red total fluorescence interference; active means well fitted curve in either direction with a large enough effect; inconclusive means small, poorly fitted or top-dose-only effect
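Human TRβ ligand-binding domain (0.6 uM) and Texas Red SRC2 peptide (20 nM) in Tris buffer with 1 uM T3 and 5% DMSO were incubated with pinned compound for 5 hr at ambient temperature. Total fluorescence was computed as S + 2P (555/632 nm).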
JMJD2E inh: qHTS Assay for Inhibitors of Human Jumonji Domain Containing 2E (JMJD2E); Lysine-specific demethylase 4E (Homo sapiens), B2RXH2; JMJD2E catalytic domain, FDH-coupled NADH fluorescence (FDH is formaldehyde dehydrogenase); Potency, µM (top dose mostly 57.1 µM), inactives show at the highest dose activity change, negative = inhibition, usual class: inhibitors; hit rate 1.6% among 230,000; active means well fitted inhibition curve with a large enough effect, not every such curve was filed as active; inconclusive means small, poorly fitted or top-dose-only effect, or another doubt; inactive means no such curve, though single readings can be large or run the other way;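 further: 0% = wells with enzyme and -100% = buffer wells without enzyme; nearly all actives have a fitted effect of over 50% in size; many of its hits are not listed in these tables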
Tau fibril FP: qHTS for Inhibitors of Tau Fibril Formation, Fluorescence Polarization | hit rate 0.39% among 280,000 | Potency, µM (titrated, usually from 57.7 µM), for the others: at the top dose activity, negative = inhibition, most hits filed as inhibitors | Microtubule-associated protein tau (Homo sapiens), P10636 | K18 P301L tau heparin fibrillization, Alexa594 FP, 6 h; further: nearly all actives have a fitted effect of over 55% in size
Target sequence (P10636 561-689 P618L limits assumed): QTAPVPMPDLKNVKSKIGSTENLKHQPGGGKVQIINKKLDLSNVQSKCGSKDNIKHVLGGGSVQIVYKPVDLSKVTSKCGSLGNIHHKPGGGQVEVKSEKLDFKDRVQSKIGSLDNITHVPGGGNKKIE
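Steps: dispense K18 P301L tau (15 uM plus 0.24 uM Alexa 594 tracer, final) in pH 7 sodium acetate; add compound; add heparin (20 uM final); incubate 6 hr, 37 C; add ThT (30 uM final); after 1 hr ambient, read FP.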
Tau ThT inhib: qHTS for Inhibitors of Tau Fibril Formation, Thioflavin T Binding; recombinant tau K18 P301L (four-repeat tau fragment), heparin-induced fibrillization, ThT fluorescence; Microtubule-associated protein tau (Homo sapiens), P10636; Potency, µM (doses to about 57.4 µM), for inactives: at the highest dose activity, negative = inhibition, most hits filed as inhibitors; hit rate 2.1% among 270,000; further: nearly all actives have a fitted effect of over 55% in size
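Heparin-induced fibrillization of the P301L-mutant K18 repeat-domain fragment of human tau was followed by ThT binding in quantitative high-throughput format.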
RECQ1 helicase: qHTS Assay for Inhibitors of RecQ-Like Dna Helicase 1 (RECQ1) | Potency, µM (titrated, usually from 57.3 µM), for the others: at the highest dose activity, negative = inhibition, actives largely listed as inhibitors | AID 2549, 2010 | hit rate 0.54% among 240,000 | RECQ1 DNA unwinding, red fluorescence kinetic read | ATP-dependent DNA helicase Q1 (Homo sapiens), P46063;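 further: plate controls were vehicle for no effect and no enzyme for full effect; nearly all actives have a fitted effect of over 30% in size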
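50 nM RECQ1T1 preincubated 15 min with compound in Tris pH 8.0 buffer with MgCl2, DTT, Tween-20 and 2.5 ug/ml poly(dI-dC); started with 200 nM TAMRA/BHQ-2 forked duplex and 2 mM ATP. Unwinding read as fluorescence (525/598 nm), two reads 2 h apart.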
* = called active by the depositor; i = inactive; ? = inconclusive; nt = no result given; & = joins results of further samples; [ ] = dose if it differs, or a comment. Unless noted, the call rests on the fitted dose curve; in most records, active means well fitted curve in the direction sought with a large enough effect; inconclusive means small, poorly fitted or top-dose-only effect, or another doubt; inactive means no such curve, though single readings can be large; an effect the other way counts as inactive or inconclusive. Unless noted, on the % scale 0 is the no-effect control and ±100 the full control effect; potency means the concentration at half of the fitted maximal effect. These rows are one share of the data; rates above refer to the full screens.

Results follow in this order: TRb SRC2 PPI	GoLoco inh red	L3MBTL1 block	TexasRed fluor	JMJD2E inh	Tau fibril FP	Tau ThT inhib	RECQ1 helicase
Cc1ccc(C(=O)COC(=O)CCCC(=O)Nc2cc(C(F)(F)F)ccc2Cl)cc1C
→ -1%&6%	-1%	18%	-3%&-1%	4%	-8%&-4%	-11%&-2%	1%
CC(=O)NNS(=O)(=O)c1ccccc1[N+](=O)[O-]
→ -5%	-4%	11%	?	0%	-1%	-2%	3%
Cc1c(C(=O)/C=C/N(C)C)nnn1-c1ccc(Cl)cc1Cl
→ -1%	15%	-10%	-3%	-1%	2%	-15%	-1%
Cc1ccc(C)c(N(C)C(=O)CCNC(=O)Cn2cnc3ccccc3c2=O)c1
→ 4%	nt	nt	-12%	nt	-2%	8%	nt
COc1ccc(NS(=O)(=O)c2cc(NC(=O)C3CCCCC3)ccc2N2CCOCC2)cc1
→ 7%	5%	9%	-1%	5%	6%	1%	-19%
Cc1ccc(CCN2CC(C(=O)NCCN3CCCCCC3)CC2=O)cc1 (stereo not given)
→ -2%	-17%	8%	0%	-8%	-7%	-8%	i
CC(C)c1csc(CN2CCN(Cc3ccc(F)c(F)c3)C(CCO)C2)n1 (stereo not given)
→ 0%	2%	-3%	-2%	8%	0%	-4%	-5%
COc1ccc(CCNC(=O)c2[nH]c(C)c(C(C)=O)c2C)cc1
→ -1%	12%	nt	0%	4%	7%	-21%	-3%
O=C1N=c2ccccc2=C1c1sc(=S)n(-c2ccc(O)cc2)c1O
→ -1%	1%	-5%	0%	2%	-4%	?	-6%
COC(=O)c1ccc(CN2CCC(CO)(Cc3ccccc3Cl)CC2)cc1
→ -2%	10%	4%	2%	4%	-7%[2.34 µM]	-6%	-4%
COc1cccc(C(=O)Nc2ccccc2-c2nc(-c3ccc(C)cc3)no2)c1
→ 2%	nt	nt	0%	nt	-2%	-17%	nt
CCCn1c2ccccc2c2nnc(SC(CC)C(=O)Nc3sc4c(c3C#N)CCCC4)nc21 (stereo not given)
→ -17%	7%	nt	-4%	3%	-4%	-8%	-7%
COc1ccc(OC)c(NC(=O)CSc2nc3ccccc3nc2N2CCCCC2)c1
→ -4%	nt	nt	3%	nt	-3%	?	nt
CNS(=O)(=O)c1cnccc1N1CCN(c2cccc(C)c2)CC1
→ 2%	2%	nt	-3%	-2%	5%	-10%	-5%
Cc1ccc(N2CCN(c3ncnc4onc(-c5ccc(F)cc5)c34)CC2)c(C)c1
→ 2%	nt	nt	3%	nt	0%	-5%	nt
CN1CCN(Cc2nc3ccccc3c(=O)n2Cc2nc(-c3cccc([N+](=O)[O-])c3)cs2)CC1
→ -5%	18%	nt	-9%	0%	-5%	?	0%
CCOC(=O)CCCNC(=O)CCNC(=O)c1ccc(OC)cc1
→ 7%	-5%	-1%	4%	4%	-13%	-16%	9%
CCOc1cc(/C=C2/C(=N)N3OC(C)=CC3=NC2=O)ccc1OC(=O)c1ccco1
→ 0%	-5%	nt	0%	?	0%	?	-8%
O=C(NCc1ccccc1)NCc1cccs1
→ -8%	2%	1%	-5%	-1%	7%	-8%	-1%
COc1cccc(NC(=O)CCN2CCN(c3ccccc3F)CC2)c1
→ 1%	0%	nt	-3%	3%	8%	-17%	i

Next records follow:
structure	TRb SRC2 PPI	GoLoco inh red	L3MBTL1 block	TexasRed fluor	JMJD2E inh	Tau fibril FP	Tau ThT inhib	RECQ1 helicase
CCOC(=O)c1c(NC(=O)C2CCN(S(=O)(=O)c3ccc(Cl)cc3)CC2)sc2c1CCCC2	-3%	8%	9%	4%	4%	-5%	?	-1%
C/C(=N\NC(N)=O)c1ccc(Cl)s1	-3%	-1%	13%	-2%	3%	-7%	-13%	-11%
O=C(C1CCCCC1)N1CCN(S(=O)(=O)c2ccc(Br)cc2)CC1	4%	-3%	-7%	3%	0%	-4%	5%	-13%
O=c1c(F)cn(C2CCCO2)c(=O)n1Cc1ccccc1F (stereo not given)	1%	4%	1%	-3%	7%	3%	-2%	i
COc1cccc(NC(=O)C(=O)NCCc2csc3nc(-c4ccccc4C)nn23)c1	3%	nt	nt	1%	nt	-14%	5%	nt
Cc1[nH][nH]c(=O)c1C(c1ccc(-c2ccc(F)cc2)o1)c1c(C)[nH][nH]c1=O	?	0%	?	-6%	31%[activator]	?	7.9µM*	7%
CCOc1ccc(-n2c(=O)c3c4c(sc3n(Cc3cc(=O)n5cc(Cl)ccc5n3)c2=O)CCC4)cc1	2%	nt	nt	5%	nt	2%	-14%	nt
CCCSc1nnc(-c2cccc(S(=O)(=O)N(C)C)c2)n1-c1cc(OC)ccc1OC	-1%	8%	-3%	-1%	4%	-5%	-9%	i
COc1ccc(-c2nc(C#N)c(NCc3ccccc3Cl)o2)cc1OC	7%	-2%	nt	0%	?	9%	-13%	11%
CCN1CC2CCCC3(C1)C(=O)NC1(CCCCC1)N=C23 (stereo not given)	-4%	-22%	nt	2%	10%	-4%	-7%	i
Fc1ccc(NC(=S)N2CCn3cccc3C2c2cccnc2)cc1 (stereo not given)	7%	10%	-10%	-1%	-3%	2%	-9%	0%
COC(=O)c1sccc1NC(=S)Nc1ccc(F)cc1F	-5%	12%	-6%	0%	-9%	9%	0%	i
Cc1nccn1Cc1cccc2ccccc12	2%	-11%	nt	-1%	1%	5%	-4%	-10%
N/C(=N\OC(=O)c1ccc2c(c1)OCO2)c1ccc(Cl)cc1	-16%	6%	-6%	-2%	8%	-4%	?	-8%
COc1ccc(CCNc2cc(C)nc3c(-c4ccccc4)cnn23)cc1OC	-2%	-6%	6%	6%	-4%	5%	9%	4%
CN(C)S(=O)(=O)Oc1ccsc1C(=O)Nc1ccc(Cl)cc1	3%	-1%	12%	-1%	-1%	-15%	-5%	-5%
CCCc1nc([N+](=O)[O-])c(S(=O)(=O)c2ccccc2)n1CC(C)C	-3%	-2%	-7%	0%	4%	-2%	?	0%
CC1CN(c2cc(-c3ccccc3)c3ccccc3n2)CC(C)O1 (stereo not given)	-3%	3%	nt	-2%	?	-13%	-20%	-13%
CC(=O)C1=C(C)N(Cc2ccccc2)C(=O)N[C@H]1CCc1ccccc1	9%&3%	-2%&-5%	-4%	1%&-2%	3%&4%	-5%&10%	0%&-16%	-2%&9%
COc1ccc(OCCOCC(O)CN2CCOCC2)cc1 (stereo not given)	-3%	8%	-2%	-3%	-2%	-1%	0%	-7%
CN(C)/C=C1\C(=O)Nc2ccccc21	3%	-2%	nt	-6%	-3%	-4%	-8%	-2%
COC(=O)CCSc1cc([N+](=O)[O-])cc2c1c(C1OCCO1)nn2-c1ccccc1	-8%	4%	-15%	-48%	?	11%	?	-3%
COc1ccccc1NS(=O)(=O)/C=C/c1ccccc1	8%	-3%	2%	0%	-5%	2%	-10%	2%
Cc1nc(C)c(C(=O)Nc2ccc(C)c(F)c2)o1	-14%	19%	1%	0%	-1%	4%	-6%	-17%
CCN(CC)c1ccc(/C=N\NC(N)=O)cc1	2%	-2%	4%	-6%	?	12%	?	-19%
CCOc1cc(C2CC(=O)Nc3cc4c(cc32)OCCO4)ccc1O (stereo not given)	-5%	nt	nt	-2%	nt	-5%	-15%	nt
COc1ccc(C(C)C)cc1S(=O)(=O)NCCc1c(C)[nH]c2ccc(C)cc12	-3%	nt	nt	5%	nt	?	?	nt
O=C(O)CCN1C(=O)/C(=C/c2ccc(-c3nc4ccccc4s3)o2)SC1=S	-10%	21%	-19%	-3%	-12%	-5%	1.3µM*	i
Cc1cccc(NC(=O)c2ccc(NCC3CCCO3)c([N+](=O)[O-])c2)c1 (stereo not given)	-3%	5%	-5%	-5%	-2%	-12%	?	-2%
CCN1C(=O)/C(=C2/C=Cc3ccccc3N2C)OC1=S	10%	9%	nt	0%	4%	-4%	3.2µM*	-1%
COC(=O)CC1c2ccccc2C(Cc2ccc3c(c2)OCO3)=C(C)N1C(=O)OC (stereo not given)	8%	-2%	nt	1%	-1%	6%	-7%	-2%

In another format: results already given.
COc1ccc(-c2nc(C#N)c(NCc3ccccc3Cl)o2)cc1OC
  TRb SRC2 PPI: 7%
  GoLoco inh red: -2%
  L3MBTL1 block: nt
  TexasRed fluor: 0%
  JMJD2E inh: ?
  Tau fibril FP: 9%
  Tau ThT inhib: -13%
  RECQ1 helicase: 11%

CCN1CC2CCCC3(C1)C(=O)NC1(CCCCC1)N=C23 (stereo not given)
  TRb SRC2 PPI: -4%
  GoLoco inh red: -22%
  L3MBTL1 block: nt
  TexasRed fluor: 2%
  JMJD2E inh: 10%
  Tau fibril FP: -4%
  Tau ThT inhib: -7%
  RECQ1 helicase: i

Fc1ccc(NC(=S)N2CCn3cccc3C2c2cccnc2)cc1 (stereo not given)
  TRb SRC2 PPI: 7%
  GoLoco inh red: 10%
  L3MBTL1 block: -10%
  TexasRed fluor: -1%
  JMJD2E inh: -3%
  Tau fibril FP: 2%
  Tau ThT inhib: -9%
  RECQ1 helicase: 0%

From PubChem
